Assay outcomes as filed in PubChem.
Glioma ERSR ind: qHTS for Inducers of the Endoplasmic Reticulum Stress Response (ERSR) in Human Glioma: qHTS; U87-MG GRP78 promoter luciferase reporter, 16 h; Potency, µM, without a hit: at the highest dose activation, actives largely listed as activators; 420,000 compounds, 0.02% hits; AID 602332, 2012; active means well fitted activation curve with a large enough effect; inconclusive means small, poorly fitted or top-dose-only effect; inactive means no such curve, though single readings can be large or run the other way; further: series mostly up to about 76 µM; % of control where 0% means no effect; nearly all actives have a fitted effect of over 35% in size
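ERSR induction read as luciferase luminescence (Bright-Glo, 10 min at room temperature) in stably transfected human U87-MG glioma cells exposed to compounds for 16 h, using GRP78 as sensor.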
* marks the source's active call; other numbers are inactive results; ? = inconclusive; & = joins results of further samples. Potency means the concentration at half of the fitted maximal effect. Not all compounds are listed (hit frequency here may not be typical).

> CC[C@H](C)[C@H](NC(=O)[C@H](CO)NC(=O)[C@H](CC(C)C)NC(=O)[C@@H]1CCCN1C(=O)[C@@H]1CCCN1C(=O)[C@H](CC(=O)O)NC(=O)[C@@H](N)CC(=O)O)C(=O)N[C@@H](CC(=O)O)C(=O)N[C@@H](CC(C)C)C(=O)N[C@H](C(=O)N[C@@H](Cc1ccccc1)C(=O)N[C@@H](Cc1cnc[nH]1)C(=O)N[C@@H](CC(C)C)C(=O)N[C@@H](CC(C)C)C(=O)N[C@@H](CCCNC(=N)N)C(=O)N[C@H](C(=O)N[C@@H](CC(C)C)C(=O)N[C@@H](CC(C)C)C(=O)N[C@@H](CCC(=O)O)C(=O)N[C@@H](CC(C)C)C(=O)N[C@@H](C)C(=O)N[C@@H](CCCNC(=N)N)C(=O)N[C@H](C(=O)N[C@@H](CCC(N)=O)C(=O)N[C@@H](CO)C(=O)N[C@@H](CCC(N)=O)C(=O)N[C@@H](CCCNC(=N)N)C(=O)N[C@@H](CCC(=O)O)C(=O)N[C@@H](CCCNC(=N)N)C(=O)N[C@@H](C)C(=O)N[C@@H](CCC(=O)O)C(=O)N[C@@H](CCC(N)=O)C(=O)N[C@@H](CC(N)=O)C(=O)N[C@@H](CCCNC(=N)N)C(=O)N[C@H](C(=O)N[C@H](C(=O)N[C@@H](Cc1ccccc1)C(=O)N[C@@H](CC(=O)O)C(=O)N[C@@H](CO)C(=O)N[C@H](C(N)=O)C(C)C)[C@@H](C)CC)[C@@H](C)CC)[C@@H](C)O)[C@@H](C)O)[C@@H](C)O
- Glioma ERSR ind = -9%
> O=C(c1cnccn1)N1CCC2(CC1)CCN(c1ccccn1)CC2
- Glioma ERSR ind = -3%
> O=C(c1cccc(Cn2cccn2)c1)N1CCC(n2c(C3CCCO3)nc3cc(C(F)(F)F)ccc32)CC1 (centres undefined)
- Glioma ERSR ind = 10%
> O=C(O)c1cc2ccccc2c(Cc2cc3ccccc3c(C(=O)O)c2O)c1O (tested in a mixture with another compound)
- Glioma ERSR ind = -5%
> CCCCCCCC1=CC2=CC(=O)C(C)(OC(C)=O)C(=O)C2=CN1CCc1ccccc1 (centres undefined)
- Glioma ERSR ind = -5%
> FC(F)(F)c1cc(CN2CC[C@@]3(CCCNC3)C2)cc(C(F)(F)F)c1
- Glioma ERSR ind = -5%
> CC1(C)OCC([C@H](O)C2=CCCCC2=O)CO1
- Glioma ERSR ind = -2%
> CCSc1nnc(C(C)NC(=O)c2ccc(OC)cc2)n1C (centres undefined)
- Glioma ERSR ind = -2%
> COCCn1c(=O)c(CCc2ccccc2)nc2cnc(N3CCNCC3)nc21
- Glioma ERSR ind = -1%
> Cc1ccc(Sc2ccccc2CN(C)C)c(N)c1
- Glioma ERSR ind = -2%
> COc1ccccc1-c1ccc2ncnc(N3CCOCC3)c2c1
- Glioma ERSR ind = -4%
> Cc1cnc(C(=O)N2CCOc3ccc(CN4CCCC(C(=O)c5cccnc5)C4)cc3C2)[nH]1 (centres undefined)
- Glioma ERSR ind = -3%
> COc1ccc(OCC2Cc3c(-c4ccccc4)nc4c(c3CO2)CN(CCOc2ccccc2)CC4)cc1 (centres undefined)
- Glioma ERSR ind = -4%
> Cc1noc(C)c1-c1nccc(N2CCNCC2)n1
- Glioma ERSR ind = -3%
> Cc1ccc(O)c(C(CCN(C(C)C)C(C)C)c2ccccc2)c1 (centres undefined)
- Glioma ERSR ind = 3%

> COCC(=O)Nc1cc(C(=O)NC2CCCc3ccccc32)c2c(c1)nc(-c1ccncc1)n2C (centres undefined)
- Glioma ERSR ind = -1%
> Cc1cnc(CNc2ccnc(-c3ccc(C(=O)N(C)C)cc3)n2)cn1
- Glioma ERSR ind = -2%
> CC(C)Cc1nc2cc(NS(=O)(=O)N(C)C)cc(C(=O)N3CCN(c4ccccc4)CC3)c2n1C
- Glioma ERSR ind = -2%
> CS(=O)(=O)OCC(O)C(O)COS(C)(=O)=O (centres undefined)
- Glioma ERSR ind = -4%
> C#CCCCO/N=C1/C[C@@H](O)[C@@H](O)[C@@H]2[C@@H]3C(=O)N(CC)C(=O)[C@H]3CC[C@@H]12
- Glioma ERSR ind = -3%
> NCC1OC(n2cnc3c(=O)[nH]c(N)nc32)C(O)C1O (centres undefined)
- Glioma ERSR ind = -3%
> CN1CCN(c2ncc3nc(-c4cc(F)cc(F)c4)c(=O)n(CCC#N)c3n2)CC1
- Glioma ERSR ind = -3%
> CO/N=C(/C(=O)N[C@@H]1C(=O)N2C(C(=O)O)=CCS[C@H]12)c1csc(N)n1
- Glioma ERSR ind = -4%
> O=S(=O)(O)c1cc(I)c(O)c2ncccc12
- Glioma ERSR ind = -5%
> c1ccc(CNc2ccnc(-c3ccc4c(c3)OCO4)n2)cc1
- Glioma ERSR ind = 4%
> COc1ccc(C[C@@](C)(N)C(=O)O)cc1OC
- Glioma ERSR ind = -2%
> N#Cc1cccc(-c2ccc3ncnc(NCc4cccnc4)c3c2)c1
- Glioma ERSR ind = 1%
> Cc1ccccc1-c1cncnc1Nc1ccccc1
- Glioma ERSR ind = -2%
> CCCCCCCCOc1ccc(C(=O)c2ccccc2)c(O)c1
- Glioma ERSR ind = -4%
> COc1ccc(Oc2ncc3nc(-c4ccc(F)cc4)c(=O)n(C[C@H]4CCCO4)c3n2)cc1
- Glioma ERSR ind = -6%

> COCC(=O)Nc1cc(C(=O)N2CCSCC2)cc2nc(-c3ccccc3)n(C)c12
- Glioma ERSR ind = -6%
> O=c1cc(-c2ccccc2)oc2c1ccc1ccccc12
- Glioma ERSR ind = -1%
> COc1ccc2[nH]cc(CCNc3ccnc(-c4cccc(NS(C)(=O)=O)c4)n3)c2c1
- Glioma ERSR ind = 0%
> Cc1ccccc1-c1ccc2ncnc(NCc3cccnc3)c2c1
- Glioma ERSR ind = -3%
> O=C(c1ccco1)N1CCC2(CC1)CN(c1ncccn1)C2
- Glioma ERSR ind = -3%
> CC(C)(Oc1ccc([C@@H]2CC2(Cl)Cl)cc1)C(=O)O
- Glioma ERSR ind = -3%
> O=c1c(-c2cccc(F)c2)nc2cncnc2n1-c1ccccc1
- Glioma ERSR ind = 0%
> COc1ccc2[nH]cc(CCNc3ccnc(-c4ccccc4C(F)(F)F)n3)c2c1
- Glioma ERSR ind = -4%
> CN(C)c1ncc2nc(-c3cccs3)c(=O)n(CCc3ccccc3)c2n1
- Glioma ERSR ind = -1%
> O=c1c(-c2ccccc2)nc2cncnc2n1Cc1ccc(F)cc1
- Glioma ERSR ind = -2%
> COc1ccc2[nH]cc(CCNc3ncnc4ccc(-c5ccccc5CN(C)C)cc34)c2c1
- Glioma ERSR ind = -4%
> CCC(COC)NC(=O)c1cnn(-c2ncc3c(n2)-c2ccccc2CC3)c1C (centres undefined)
- Glioma ERSR ind = -1%
> COc1ccc(OC)c(-c2cc(Cl)c3c(c2)CC(CNC(=O)c2cccnc2SC)O3)c1 (centres undefined)
- Glioma ERSR ind = -4%
> CC(=O)N[C@@H](Cc1ccc(O)cc1)C(=O)N[C@H](C(=O)N[C@@H](C)C(=O)N[C@H](C=O)CC(=O)O)C(C)C
- Glioma ERSR ind = -4%
> COC(=O)/C=C/c1ccc(C(=O)NCC(=O)N[C@@H](CCC(=O)OC)C(=O)N[C@@H](CC(C)C)C(N)=O)cc1
- Glioma ERSR ind = -5%&-4%

> C[C@@H]1NC(=O)C/C=C\[C@@H](C)[C@@H]2C=C[C@H](O)[C@@H](COC(=O)[C@H](C)NC(=O)C/C=C\[C@@H](C)[C@@H]3C=C[C@H](O)[C@@H](COC1=O)O3)O2
- Glioma ERSR ind = -3%
> Cc1ccccc1C1(CC(=O)N2CCCC(C)C2)CC(=O)N(Cc2cccnc2)C1=O (centres undefined)
- Glioma ERSR ind = 0%
> Cc1c(C(=O)NCc2nccs2)cnn1-c1ncc2c(n1)-c1ccccc1CC2
- Glioma ERSR ind = 2%
> Cc1ccccc1C(=O)N1CC/C(=N/OS(=O)(=O)O)c2ccc(Cl)cc21
- Glioma ERSR ind = -4%
> CC(=O)OC[C@H]1O[C@@](COC(C)=O)(O[C@H]2O[C@H](COC(C)=O)[C@@H](OC(C)=O)[C@H](OC(C)=O)[C@H]2OC(C)=O)[C@@H](OC(C)=O)[C@@H]1OC(C)=O
- Glioma ERSR ind = -4%
> C[C@@]12CCC(O)C[C@H]1CCc1ccccc12 (some centres undefined)
- Glioma ERSR ind = -5%
> CC(C)c1c(C(=O)NCC(C)(C)N2CCOCC2)cnn1-c1nccc(-c2ccccc2F)n1
- Glioma ERSR ind = -3%
> CCCCNC(=O)NS(=O)(=O)c1ccc(CO)cc1
- Glioma ERSR ind = 0%
> CC1CN(CCC(=O)NC(c2cccnc2)C(F)(F)F)Cc2cc(Cl)ccc2O1 (centres undefined)
- Glioma ERSR ind = -4%
> CN(C)c1ccnc(-c2cccc(NS(C)(=O)=O)c2)n1
- Glioma ERSR ind = -2%
> Nc1ccc2cc3ccc(N)cc3nc2c1
- Glioma ERSR ind = ?
> O=C(/C=C/c1ccc(/C=C/C(=O)Nc2ccc(C3=NCCN3)cc2)cc1)Nc1ccc(C2=NCCN2)cc1
- Glioma ERSR ind = -2%
> CCN(CC)C(=O)c1cccnc1
- Glioma ERSR ind = -5%
> COC(=O)c1cc(CNC(=O)c2ccccc2)cc(NC(=O)c2ccccc2OC)c1
- Glioma ERSR ind = 0%
> CC1(C)OC2CC3C4CC(F)C5=CC(=O)CC[C@@]5(C)C4C(O)C[C@@]3(C)[C@]2(C(=O)CO)O1 (some centres undefined)
- Glioma ERSR ind = -2%

As a short view, some entries already given:
> Cc1ccccc1C(=O)N1CC/C(=N/OS(=O)(=O)O)c2ccc(Cl)cc21
- Glioma ERSR ind = -4%
> CC(=O)OC[C@H]1O[C@@](COC(C)=O)(O[C@H]2O[C@H](COC(C)=O)[C@@H](OC(C)=O)[C@H](OC(C)=O)[C@H]2OC(C)=O)[C@@H](OC(C)=O)[C@@H]1OC(C)=O
- Glioma ERSR ind = -4%
> C[C@@]12CCC(O)C[C@H]1CCc1ccccc12 (some centres undefined)
- Glioma ERSR ind = -5%
> CC(C)c1c(C(=O)NCC(C)(C)N2CCOCC2)cnn1-c1nccc(-c2ccccc2F)n1
- Glioma ERSR ind = -3%
> CCCCNC(=O)NS(=O)(=O)c1ccc(CO)cc1
- Glioma ERSR ind = 0%
> CC1CN(CCC(=O)NC(c2cccnc2)C(F)(F)F)Cc2cc(Cl)ccc2O1 (centres undefined)
- Glioma ERSR ind = -4%
> CN(C)c1ccnc(-c2cccc(NS(C)(=O)=O)c2)n1
- Glioma ERSR ind = -2%
> Nc1ccc2cc3ccc(N)cc3nc2c1
- Glioma ERSR ind = ?
> O=C(/C=C/c1ccc(/C=C/C(=O)Nc2ccc(C3=NCCN3)cc2)cc1)Nc1ccc(C2=NCCN2)cc1
- Glioma ERSR ind = -2%
> CCN(CC)C(=O)c1cccnc1
- Glioma ERSR ind = -5%
> COC(=O)c1cc(CNC(=O)c2ccccc2)cc(NC(=O)c2ccccc2OC)c1
- Glioma ERSR ind = 0%

(cont.)
> COc1cccc(-c2ccc(O)c(CNCc3cccc(OC)c3OC)c2)n1
- Glioma ERSR ind = -3%
> C[C@@]12CCC(OC(=O)c3ccccc3)CC1CCc1ccccc12 (some centres undefined)
- Glioma ERSR ind = -5%
> CCOC(=O)C12CC1/C(=N\O)c1ccccc1O2 (centres undefined)
- Glioma ERSR ind = -4%
> C/C=C/OC(=O)NC(c1ccccc1)[C@]1(C(C)=O)CCOC1=O (some centres undefined)
- Glioma ERSR ind = -4%
> Cc1c(C(=O)N(C)Cc2cccc3ncccc23)cnn1-c1nccc(-c2ccccc2F)n1
- Glioma ERSR ind = -1%
> COc1ccccc1CCn1c(=O)c(CCc2ccccc2)nc2cncnc21
- Glioma ERSR ind = -3%
> CC(=O)OCCC(C)CCC=C(C)C (centres undefined)
- Glioma ERSR ind = -3%
> CC(C)C[C@H](NC(=O)[C@H](Cc1ccccc1)NC(=O)[C@H](Cc1ccccc1)NC(=O)[C@@H](N)CO)C(=O)N[C@@H](CCCN=C(N)N)C(=O)N[C@@H](CC(N)=O)C(=O)O
- Glioma ERSR ind = 0%
> O=C(OC1Cc2c(O)cc(O)cc2OC1c1cc(O)c(O)c(O)c1-c1c(C2Oc3cc(O)cc(O)c3CC2OC(=O)c2cc(O)c(O)c(O)c2)cc(O)c(O)c1O)c1cc(O)c(O)c(O)c1 (centres undefined)
- Glioma ERSR ind = -2%
> O=C1C=CC(=O)c2c1ccc1c2ccc2ccccc21
- Glioma ERSR ind = -2%
> CCCCCCCCCCCCCCCC(=O)OCC(COC(=O)CCCCCCCCCCCCCCC)OC(=O)CCCCCCCCCCCCCCC
- Glioma ERSR ind = -2%
> Cn1cccc1C(=O)N1CCC2(CCCN(c3ccccc3)C2)CC1
- Glioma ERSR ind = -4%
> COc1ccc(-n2c(=O)c(C)nc3cnc(N(C)C)nc32)cc1
- Glioma ERSR ind = -4%
> COc1cc(O)c2c(=O)cc(C)oc2c1CC=C(C)C
- Glioma ERSR ind = -7%
> O=C(c1csnn1)N1CCC2(CCCN(Cc3cc(C(F)(F)F)cc(C(F)(F)F)c3)C2)CC1
- Glioma ERSR ind = -1%

> CC(=O)c1ccc(C(=O)N2CCCC(c3nc(SCc4ccccn4)ncc3C)C2)cc1 (centres undefined)
- Glioma ERSR ind = -3%
> COc1ccc2cc(CN(C(=O)c3cc(C)nn3C)C3CC3)c(-c3ccc(Cl)cc3)nc2c1
- Glioma ERSR ind = 0%
> Cc1cnc(-n2ncc(C(=O)N[C@H]3CCCCNC3=O)c2C2CC2)nc1-c1cccs1
- Glioma ERSR ind = -6%
> Cc1nc2cnc(Nc3ccccc3)nc2n(C[C@H]2CCCO2)c1=O
- Glioma ERSR ind = 0%
> C[C@]12CCC3c4ccc(O)cc4CCC3C1CCC2=O (some centres undefined)
- Glioma ERSR ind = -2%
> Cc1ccccc1-c1nc(NCc2cccs2)c2ccccc2n1
- Glioma ERSR ind = -3%
> C=C(C)C(O)/C=C/C=C/c1ccccc1 (centres undefined)
- Glioma ERSR ind = -2%
> Cc1cnc(SCc2ccccn2)nc1C1CCCN(C(=O)c2ccc(-c3ccccc3F)cc2)C1 (centres undefined)
- Glioma ERSR ind = 0%
